Compound activity from PubChem BioAssay.
DNMT1 block: DNMT1 (human) enzyme inhibition. DNMT1 molecular beacon, Hinp1I cleavage, fluorescence. inhibition (reported as % activation of signal), % at 10 µM. P26358. 360,000 tested, 0.83% active; in the data active = inhibition above about 50%
Rpn11 block: inhibitors of human proteasome Rpn11; human 26S proteasome, Ub4-pepOG fluorescence polarization; 20S core pre-blocked with epoxomicin; AID 588493; 360,000 tested, 0.59% active; O00487; calls only at 20 µM;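 active = inhibition at 20 µM, scaled to each plate's controls, above about 33%, limit read from the data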
Target sequence (O00487 whole entry, looked up): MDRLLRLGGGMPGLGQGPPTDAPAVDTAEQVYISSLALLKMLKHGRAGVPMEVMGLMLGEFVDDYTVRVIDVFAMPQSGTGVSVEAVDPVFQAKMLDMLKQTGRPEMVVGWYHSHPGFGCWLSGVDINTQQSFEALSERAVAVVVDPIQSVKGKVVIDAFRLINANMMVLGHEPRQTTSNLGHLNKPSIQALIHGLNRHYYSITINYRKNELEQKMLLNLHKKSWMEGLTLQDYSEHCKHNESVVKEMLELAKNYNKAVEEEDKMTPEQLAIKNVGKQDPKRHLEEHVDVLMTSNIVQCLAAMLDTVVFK
STEP block: STEP (human) phosphatase inhibition; P54829; recombinant STEP, OMFP fluorogenic substrate, fluorescence; inhibition, % at 20 µM; 360,000 tested, 0.25% active; AID 588621;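 active = inhibition at 20 µM, scaled per plate between control wells, above about 37%, limit read from the data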;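 note: 0% = DMSO with enzyme and substrate and 100% = substrate only without enzyme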
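System: STEP (striatal-enriched tyrosine phosphatase) enzyme, cell-free; medium: Bis-Tris pH 6.0 buffer with DTT, detergent; dosing: 20 µM, 1% DMSO; times: reaction 20 min, ambient temperature; detection: fluorescence, 480/540 nm; read-out basis: normalized % inhibition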
SUMO1 PPI mod: SUMO1-SIM interaction modulation | P63165 | SUMO1 binding to a labelled peptide, TR-FRET, 1 h | inhibition, % at 20 µM | 360,000 tested, 0.33% active | AID 602429; in the data active = inhibition above about 37%
Target sequence (P63165 whole entry, looked up): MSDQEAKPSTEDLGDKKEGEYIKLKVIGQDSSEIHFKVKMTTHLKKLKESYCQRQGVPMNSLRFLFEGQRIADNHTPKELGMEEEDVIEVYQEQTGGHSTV
SKN-1 inh: blocks SKN-1 activity in C. elegans; C. elegans VP596 Pgst-4::GFP/RFP ratio, acrylamide-induced, 24 h; inhibition, % at 21.8 µM; 360,000 tested, 0.49% active;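 active = interference check ratio from 0.5 to 1.5 plus GFP to RFP signal ratio inhibition reaching or exceeding a fixed threshold, cut at about 30% in these data, passing the limit was not always enough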; note: some compounds called inactive have numbers as strong as hits
Scp-1 inhibitor: Scp-1 (human) phosphatase inhibition. Q9GZU7. Recombinant Scp1, phosphopeptide, malachite green phosphate absorbance. inhibition, % at 20 µM. 340,000 tested, 0.88% active;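 active = inhibition above about 50% at 20 µM, limit read from the data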;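 note: plate controls were DMSO wells with enzyme for no effect and wells lacking enzyme for full effect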
Target sequence (Q9GZU7 76-261 limits assumed): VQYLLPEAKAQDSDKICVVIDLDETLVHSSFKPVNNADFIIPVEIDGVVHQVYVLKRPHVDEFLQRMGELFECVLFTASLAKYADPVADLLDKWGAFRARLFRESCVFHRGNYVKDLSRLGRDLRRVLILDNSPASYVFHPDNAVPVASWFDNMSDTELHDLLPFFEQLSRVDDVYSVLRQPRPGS
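Test system: SCP-1 catalytic domain; Buffer or medium: Acidic Tris acetate buffer with magnesium and detergent; Also added: Phosphorylated 17-residue peptide substrate; Compound: single 20 µM dose, 1% DMSO; Schedule: enzyme reaction 45 min at room temperature, colour 5 min, stabilisation 30 min; Signal: Phosphate-binding colour reagent, absorbance read at 630 nm.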
LMPTP inh: LMPTP (human) inhibition | recombinant LMPTP-A, OMFP fluorogenic substrate, fluorescence intensity | 360,000 tested, 0.22% active | inhibition, % at 20 µM | P24666;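 active = compounds that cut the enzyme signal by at least half of the control window in the single-dose screen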;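 note: plate controls were DMSO wells with enzyme plus substrate for no effect and substrate without enzyme for full effect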
Target sequence (P24666 whole entry, looked up): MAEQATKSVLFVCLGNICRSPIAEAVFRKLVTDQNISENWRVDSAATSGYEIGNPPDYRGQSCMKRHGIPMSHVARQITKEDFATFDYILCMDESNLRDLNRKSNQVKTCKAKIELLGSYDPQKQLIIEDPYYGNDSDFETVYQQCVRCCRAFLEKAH
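material = LMPTP-A | quantity = 0.625 nM enzyme | reagent = OMFP substrate, 400 µM final | buffer or medium = Bis-Tris pH 6.0, DTT, detergent | detection = endpoint fluorescence intensity from OMFP dephosphorylation | dosing = single 20 µM dose | read-out basis = % inhibition relative to no-enzyme and uninhibited control wells | control set = no-enzyme and uninhibited controls | timing = 50 min at room temperature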
NadD block: NadD (S. aureus) enzyme inhibition | inhibition, % at 20 µM | purified NadD enzyme, colorimetric absorbance read-out | 360,000 tested, 0.78% active; in the data active = inhibition above about 26%; note: some compounds past the cut are filed as inactive
MT1-MMP act inh: MT1-MMP (human) activation inhibition. P50281. 360,000 tested, 0.061% active. AID 651647. GFP/RFP ratio change, % at 20 µM. HT1080 RFP-PRO-GFP cells, GFP/RFP ratio fluorescence, overnight; percent of plate control window, DMSO zero;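 active = GFP/RFP ratio change of at least 30% with cell ATP level not reduced by more than half and red fluorescence within 50% of control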; note: strong numbers were not always called active
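Material – HT1080 RFP-PRO-GFP cells · Control set – DMSO wells and RFP-L50D-GFP cells · Incubation – overnight cell settling, then overnight compound exposure, 37 °C, 5% CO2 · Compound dosing – single-point 20 µM compound, 1% DMSO · Read-out – GFP/RFP fluorescence ratio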
NRP1-CendR mod: alters CendR peptide binding to human NRP-1 | 360,000 tested, 0.85% active | O14786 | FAM-RPARPAR peptide binding to NRP-1, fluorescence polarization | inhibition, % at 25 µM;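 active = inhibition or corrected inhibition above about 18%, plus a signal ratio from 0.5 to 1.5, limit read from the data, passing the limit was not always enough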; note: strong numbers were not always called active
* marks the source's active call; other numbers are inactive results; i = inactive; nt = no result given.

no.	mol	DNMT1 block	Rpn11 block	STEP block	SUMO1 PPI mod	SKN-1 inh	Scp-1 inhibitor	LMPTP inh	NadD block	MT1-MMP act inh	NRP1-CendR mod
1	OCCNC(=S)Nc1ccc(Oc2ccccc2)cc1	0.2	i	-1.8	-0.1	1.9	-1.7	-0.7	-1.4	1.5	14.0
2	Cc1nc2ccc(F)cc2cc1C(=O)NCc1ccco1	2.2	i	-1.6	2.4	-9.3	-6.0	-1.0	-1.2	3.3	7.7
3	Cc1ccc(C(=O)Nc2cccc(-c3ccc(N4CCOCC4)nn3)c2)cc1C	-5.3	i	1.2	-7.8	-8.4	1.3	0.5	0.8	-0.6	-3.7
4	COc1ccc(/C=C(/NC(=O)c2ccc(C)cc2)c2nc3ccccc3[nH]2)cc1OC	-1.0	i	-2.3	-7.3	26.9	3.6	1.9	5.3	-2.3	-7.0
5	COc1ccc(N(CC(=O)NCc2ccco2)C(=O)CCC(=O)Nc2nccs2)cc1	-0.2	i	0.0	0.1	16.7	-3.6	-0.7	1.0	0.2	12.3
6	CCCN=C1NC(=O)C(CC(=O)NCCc2ccccc2)S1 (stereo not drawn)	-1.7	i	1.9	-0.6	11.0	-1.3	1.0	-2.8	-2.5	6.0
7	O=[N+]([O-])c1ccc(COc2ccc(CN3CCOCC3)cc2)cc1	-26.2	i	-0.6	-18.5	31.6	-8.3	0.0	4.4	10.5	-6.9
8	O=C1CCCC2=C1C(c1cn(-c3ccccc3)nc1-c1cccs1)c1c([nH]c(=O)[nH]c1=O)N2 (stereo not drawn)	-36.9	i	-0.9	2.5	10.7	-6.6	0.9	13.2	3.8	10.4
9	O=C(O)c1ccc(NC(=S)Nc2ccc(S(=O)(=O)Nc3ccccn3)cc2)cc1	-1.6	i	-0.8	3.3	5.2	0.5	0.5	4.4	0.6	1.4
10	O=C(COc1cccnc1[N+](=O)[O-])Nc1ccc(Cl)cc1F	2.0	i	-4.4	-9.0	11.5	4.7	1.9	0.8	1.8	11.7
11	COc1ccc(OC)c(Nc2nc(-c3cccc([N+](=O)[O-])c3)nc3ccccc23)c1	0.0	i	-1.6	-2.8	-7.7	9.0	0.2	4.9	5.0	19.4
12	COCCn1c(SCC(=O)Nc2cc(C)on2)nnc1-c1ccccc1	0.2	i	-1.8	5.1	25.1	-3.0	-1.0	-1.0	-0.8	3.6
13	CCOc1ccc(CCNC(=O)c2cc3ccccn3n2)cc1OCC	-1.1	i	0.3	-1.5	6.6	-1.2	-1.3	3.3	5.8	5.1
14	CC(=O)NC(Cc1c[nH]c2ccccc12)C(=O)N/N=C/c1ccccc1 (stereo not drawn)	-0.6	i	0.0	-4.1	-9.4	6.2	0.3	-1.5	-1.6	4.3
15	COC(=O)c1cc(C(=O)N(Cc2ccccc2)c2ccccn2)cc([N+](=O)[O-])c1	-2.9	i	-2.0	-17.2	7.5	-2.8	0.4	-1.8	3.9	-3.5
16	Cc1cccc(C)c1NC(=O)Nc1ccc(S(N)(=O)=O)cc1	5.1	i	-2.2	2.3	21.1	-4.4	-0.7	-8.9	-0.5	10.5
17	CC1(C)OC2CC3C4CCC5=CC(=O)C=CC5(C)C4(F)C(O)CC3(C)C2(C(=O)CO)O1 (stereo not drawn)	4.8	i	-2.7	3.7	17.0	nt	-1.7	-0.3	3.9	-4.2
18	O=C(Nc1ccccc1Cl)Oc1ccc(Cl)cc1Cl	0.1	i	-1.1	-1.4	13.0	-11.0	-0.5	-2.7	-2.8	0.0
19	COc1cccc(/C=N/NC(=O)CN2C(=O)NC3NC(=O)NC32)c1 (stereo not drawn)	2.2	i	2.1	-0.9	8.0	-10.3	-1.1	2.0	0.4	1.1
20	O=C1C2C3C=CC(O3)C2C(=O)N1CC(O)c1ccccc1 (stereo not drawn)	1.3	i	-1.9	-3.2	-8.3	2.9	0.0	0.0	0.5	-10.2
21	Cc1cc2n(n1)C(c1sccc1C)Nc1ccccc1-2 (stereo not drawn)	-4.5	i	2.4	-1.4	-9.4	-1.8	-1.1	-5.6	3.3	-1.5
22	COC(=O)c1ccc(Cc2ccccc2)o1	1.1	i	-7.2	-2.1	-18.9	3.2	-1.0	-2.8	6.5	-11.8
23	CCCCc1n[nH]c2c1/C(=N/O)CC(C)(C)C2	-2.3	i	0.0	-1.7	16.1	-4.8	-1.4	11.2	2.7	10.9
24	CCC(C)NC(=O)[C@H]1N2C(=O)c3ccccc3C2SC1(C)C (stereo partly drawn)	-0.9	i	-1.9	0.6	-25.5	-3.4	-2.0	2.0	0.0	3.8
25	Cc1cc(NC(=O)CSc2nc3cc(Cl)ccc3c(=O)n2C(C)C)no1	2.5	i	0.3	0.0	-5.8	-3.8	0.2	2.4	-3.6	9.6
26	COCCNc1nc(NCCN2CCNC2=O)c2sccc2n1	2.6	i	-0.2	1.9	9.8	nt	19.2	-1.5	3.6	12.1
27	CN1/C(=C\C(=O)COc2ccc3c(c2)OCO3)C(C)(C)c2ccccc21	-3.2	i	0.6	-4.2	29.0	13.3	3.7	2.5	5.3	-71.4
28	CCOC(=O)c1ccccc1OCc1cc(/C=N/NC(=O)c2cccnc2)ccc1OC	-2.7	i	-0.6	-10.2	6.9	-12.8	1.3	4.5	-0.3	5.7
29	COCc1cc(=O)n2c([nH]c3ccccc32)c1C#N	-3.8	i	-2.4	2.9	-7.8	-2.7	0.5	1.1	4.5	8.1
30	CN(CC(=O)Nc1ccc(F)cc1)C(=O)COC(=O)c1ccc(=O)n(Cc2ccccc2)n1	3.2	i	-2.2	-14.2	11.9	2.3	-1.2	0.9	-2.4	4.1

Next compounds
no.	mol	DNMT1 block	Rpn11 block	STEP block	SUMO1 PPI mod	SKN-1 inh	Scp-1 inhibitor	LMPTP inh	NadD block	MT1-MMP act inh	NRP1-CendR mod
31	O=C(N/N=C1\C2CN3CCN(C2)CC1(c1ccccc1)C3)Nc1ccccc1	0.7	i	0.2	0.3	7.9	-3.4	-0.5	2.9	3.1	-7.1
32	CCc1ccc(CNC(=O)CCc2cn(C)c3ccccc23)cc1	-3.6	i	3.7	3.3	0.6	-10.0	-0.2	-0.4	-0.3	-8.5
33	Cc1nn(C)c(=O)n1-c1ccccc1	-0.5	i	-4.9	2.0	-8.0	-6.9	-2.0	-0.8	1.6	-4.9
34	COc1ccc2[nH]c(C(=O)O)c(CCC(=O)O)c2c1	5.2	i	8.0	-0.7	-9.9	0.2	-2.1	0.2	-2.3	7.2
35	O=C(CN1CCN(C(=O)c2cccc(F)c2)CC1)Nc1ccccc1F	1.6	i	-2.9	-4.3	-29.3	0.0	-1.4	-4.5	4.0	6.9
36	Cc1ccc(Nc2ncc3c(n2)CC(c2ccco2)CC3=O)c(C)c1 (stereo not drawn)	-12.8	i	-1.6	3.6	-3.5	-4.5	26.0	4.5	-3.8	-17.4
37	CCC(c1nnnn1Cc1cccs1)N1CCN(c2nc3ccccc3s2)CC1 (stereo not drawn)	-6.0	i	2.4	-0.2	8.7	-1.8	3.3	2.7	-5.8	-0.4
38	Cc1nn(C(=O)CCCC(=O)NCc2ccccc2)c2ccccc12	-2.1	i	21.0	3.3	20.9	-8.8	-0.4	-3.1	1.2	-3.1
39	COc1cc2c(cc1OC)C(c1ccc(Cl)cc1)CC(=O)N2 (stereo not drawn)	-3.4	i	-0.3	4.9	-2.9	-2.2	0.0	0.5	3.7	2.9
40	O=C(CSc1nnc(CNC(=O)c2cccs2)o1)Nc1ccc(Cl)cc1	-0.7	i	-3.6	3.2	7.7	-8.2	-1.4	-0.2	6.1	6.3
41	CCCCC(CC)CN1C(=O)/C(=C/c2ccncc2)SC1=S (stereo not drawn)	0.0	i	3.9	-2.5	-5.9	10.5	3.6	13.1	-8.9	2.4
42	O=C1c2ccccc2-c2ccc(C(=O)N3CCCCC3)cc21	-0.5	i	1.9	-34.6	-6.7	6.3	-0.6	-0.2	-2.4	2.4
43	COc1cccc(NC(=O)CSc2ncnc3c2oc2ccccc23)c1	-7.3	i	0.6	i	4.6	-9.1	-0.7	-0.8	3.4	-8.7
44	O=C(CCn1c(=O)oc2ccccc21)NCCC1=CCCCC1	1.2	i	-0.1	10.5	-3.6	-1.8	0.5	-6.8	2.8	12.4
45	CC(C)=CCCC1=CCC(/C(C)=N/NC(N)=O)CC1 (stereo not drawn)	2.4	i	-1.8	-1.1	-6.2	-10.9	-0.3	3.9	-4.1	7.5
46	CCc1ccc(C(=O)CN2CCSC2=N)cc1	-0.9	i	-4.0	1.9	5.5	-1.7	-1.0	2.0	2.5	15.1
47	CCn1c(CC(=O)Nc2ccc(F)cc2)nnc1SCC(=O)Nc1nncs1	4.4	i	-1.9	1.6	9.5	-5.8	-0.7	0.0	2.1	11.4
48	CCOC(=O)C1(CCCc2ccccc2)CCN(C(=O)C2CCCO2)CC1 (stereo not drawn)	-1.5	i	3.1	-4.1	4.2	14.4	-0.3	5.3	1.1	-8.6
49	COc1cc(C(=O)NNC(=O)c2n[nH]c3ccccc23)cc(OC)c1OC	-1.4	i	1.4	16.8	13.7	-7.5	-0.9	3.5	5.1	7.8
50	COc1ccc(CNC(=S)Nc2cc(C)ccc2C)cc1	-3.5	i	-5.2	-1.7	-7.0	1.1	-1.3	5.8	0.1	8.7
51	O=C(CSCc1ccccc1)Nc1ccc(S(=O)(=O)Nc2ncccn2)cc1	0.8	i	1.5	-2.1	-4.2	6.2	0.1	1.6	2.0	5.4
52	CSc1ccccc1-n1nnnc1SCC(=O)NCc1cccs1	-3.9	i	0.3	1.3	2.6	-13.9	-0.8	-4.9	-3.7	2.0
53	Cc1nc(-c2ccc(Cl)cc2)sc1C(=O)NN	0.3	i	0.7	-20.3	15.4	-1.9	-0.4	2.9	0.7	0.6
54	O=c1[nH]cnc2scc(C3COc4ccccc4O3)c12 (stereo not drawn)	0.6	i	1.0	-1.4	13.5	-5.2	1.9	-5.2	5.4	5.5
55	COc1cc(NC(C)=O)ccc1NC(=O)c1cc2ccccc2o1	-8.4	i	-0.8	-0.9	-7.5	-5.7	0.5	-5.0	0.7	-2.3

Single records (already shown). Order of screens: DNMT1 block	Rpn11 block	STEP block	SUMO1 PPI mod	SKN-1 inh	Scp-1 inhibitor	LMPTP inh	NadD block	MT1-MMP act inh	NRP1-CendR mod
Cc1ccc(Nc2ncc3c(n2)CC(c2ccco2)CC3=O)c(C)c1 (stereo not drawn) across the screens: -12.8	i	-1.6	3.6	-3.5	-4.5	26.0	4.5	-3.8	-17.4
Cc1nn(C)c(=O)n1-c1ccccc1 across the screens: -0.5	i	-4.9	2.0	-8.0	-6.9	-2.0	-0.8	1.6	-4.9
Cc1nc(-c2ccc(Cl)cc2)sc1C(=O)NN across the screens: 0.3	i	0.7	-20.3	15.4	-1.9	-0.4	2.9	0.7	0.6
